NPSR antag: antagonists of human neuropeptide S receptor cAMP signaling; Potency, µM (titrated, usually from 38.3 µM), inactives show at the top dose activity change, negative = inhibition, hits mostly inhibitors; CHO-NPSR cells, cAMP TR-FRET, antagonist mode; Q6W5P4; actives 1% (n = 220,000); further: potency means the concentration at half of the fitted maximal effect; on the % scale 0 is the no-effect control and ±100 the full control effect; nearly all actives have a fitted effect of over 50% in size; many of its hits are not listed in these tables
Target sequence (Q6W5P4 whole entry, looked up): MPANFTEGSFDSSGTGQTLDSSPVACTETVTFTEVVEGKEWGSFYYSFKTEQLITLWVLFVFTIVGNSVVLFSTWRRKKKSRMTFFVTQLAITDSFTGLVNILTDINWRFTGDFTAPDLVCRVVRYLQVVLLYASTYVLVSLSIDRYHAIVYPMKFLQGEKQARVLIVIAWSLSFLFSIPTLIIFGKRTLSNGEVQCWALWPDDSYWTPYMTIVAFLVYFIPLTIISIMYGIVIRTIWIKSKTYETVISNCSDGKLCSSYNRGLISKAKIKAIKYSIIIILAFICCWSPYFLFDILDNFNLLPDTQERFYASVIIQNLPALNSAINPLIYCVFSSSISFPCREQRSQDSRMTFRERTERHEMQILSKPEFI
Epigenetic reg: epigenetic control regulation, reporter derepression; murine LDR cells, GFP reporter derepression, 30 h; Potency, µM (highest dose often 53.9 µM), for the others: at the highest dose GFP activation, actives largely listed as activators; actives 0.2% (n = 280,000); AID 1865; further: potency means the concentration at half of the fitted maximal effect; % of control where 0% means no effect; nearly all actives have a fitted effect of over 60% in size
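Readout is the number of GFP-expressing murine LDR cells, counted by cytometry following washing. Cells were treated with compound for 30 h at 37 C; the stably integrated CMV-GFP locus is normally silent.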
Luc counter: counter-screen: inhibitors of Kinase-Glo firefly luciferase. Q27757. Kinase-Glo luciferase, ATP luminescence, 8 min. Potency, µM (series often up to 38.3 µM), for inactives: top-dose activity change, negative = inhibition, usual class: inhibitors. actives 0.28% (n = 200,000); further: potency means the concentration at half of the fitted maximal effect; on the % scale 0 is the no-effect control and ±100 the full control effect; nearly all actives have a fitted effect of over 60% in size
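Compound is pinned into ATP-containing buffer (10 uM ATP, imidazole pH 7.2, 7 mM MgCl2). Kinase-Glo luciferase reagent is then added. Light output is recorded following an 8-min room-temperature incubation.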
HTT aggregate: mutant huntingtin aggregation inhibition; PC12 HttQ103-GFP aggregates, Acumen cytometry, 40 h; Potency, µM (series often up to 46.1 µM), without a hit: at the top dose activity change, negative = inhibition, usual class: inhibitors; actives 1.1% (n = 220,000); further: potency means the concentration at half of the fitted maximal effect; on the % scale 0 is the no-effect control and ±100 the full control effect; nearly all actives have a fitted effect of over 60% in size
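Steps: seed 1500 PC12 HTTQ103-GFP cells/well; add tebufenozide, 100 nM final; add compound titration; add ATPLite reagent; quantify GFP aggregates by laser scanning cytometry.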
CBFb-RUNX1 inh: inhibitors of human CBF-beta and RUNX1 interaction; Potency, µM (series often up to 59.8 µM), inactives show top-dose activity, negative = inhibition, usual class: inhibitors; Q01196+Q13951; AlphaScreen CBFb-His/RUNX1-biotin binding, biochemical; 230,000 tested, under 10 active; further: % of control where 0% means no effect
Target sequence (Q01196 whole entry, looked up): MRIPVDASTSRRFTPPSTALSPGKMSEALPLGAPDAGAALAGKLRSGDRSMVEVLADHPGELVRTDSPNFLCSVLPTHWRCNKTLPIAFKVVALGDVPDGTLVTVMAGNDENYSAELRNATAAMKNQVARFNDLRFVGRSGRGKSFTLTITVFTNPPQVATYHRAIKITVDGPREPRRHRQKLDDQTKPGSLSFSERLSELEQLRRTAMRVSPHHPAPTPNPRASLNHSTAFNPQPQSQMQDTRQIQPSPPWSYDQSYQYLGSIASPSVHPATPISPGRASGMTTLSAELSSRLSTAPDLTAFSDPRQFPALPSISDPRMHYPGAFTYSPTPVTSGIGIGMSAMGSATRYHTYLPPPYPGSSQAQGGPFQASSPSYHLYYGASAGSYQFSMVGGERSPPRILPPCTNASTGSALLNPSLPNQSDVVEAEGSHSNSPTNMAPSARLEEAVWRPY
Target sequence (Q13951 whole entry, looked up): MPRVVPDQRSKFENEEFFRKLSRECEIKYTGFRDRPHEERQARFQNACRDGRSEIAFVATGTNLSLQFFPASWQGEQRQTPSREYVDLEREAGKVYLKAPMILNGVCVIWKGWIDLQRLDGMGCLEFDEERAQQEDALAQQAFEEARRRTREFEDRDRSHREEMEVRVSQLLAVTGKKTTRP
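AlphaScreen binding: CBFb-His and RUNX1-biotin (30 nM each) preincubated 20 min, compound added for 15 min, then nickel and streptavidin beads for 90 min, all at room temperature. Disruption of the interaction by any mechanism counts as activity.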
IMPase Li cell: membrane-permeable IMPase blocker, potentiated with lithium. Potency, µM (series often up to 59.4 µM), without a hit: top-dose activity, negative = IMPase inhibition, actives largely listed as inhibitors. CHO-M1 cells, IP1 TR-FRET (IP-One), carbachol + lithium. actives 0.35% (n = 210,000). AID 1457;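 further: IP1 builds up when IMPase is blocked and the TR-FRET signal falls; potency means the concentration at half of the fitted maximal effect; plate controls were basal vehicle for no effect and high inhibitor control for full effect; nearly all actives have a fitted effect of over 50% in size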
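Concentration–response in CHO-M1 cells, lithium-potentiated; 30 min at 37C. IP1 detected by competitive TR-FRET after 10 min lysis at RT. Hill-fitted AC50.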
L3MBTL1 block: L3MBTL1 (human) inhibition; AID 485360; AlphaScreen L3MBTL1–H3K9me1 peptide binding; Potency, µM (top dose mostly 57.1 µM), for inactives: at the highest dose activity, negative = inhibition, most hits filed as inhibitors; actives 0.66% (n = 230,000); further: potency means the concentration at half of the fitted maximal effect; on the % scale 0 is the no-effect control and ±100 the full control effect; nearly all actives have a fitted effect of over 60% in size
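L3MBTL1 50 nM + b-AHA-H3(1-15)K9me1 75 nM, 30 min RT; compound added, 30 min RT; streptavidin donor/Ni-chelate acceptor beads 10 ug/mL each final, 30 min RT dark; AlphaScreen read.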
* = called active by the depositor; ? = inconclusive; nt = not tested or not shown; & = joins results of further samples; [ ] = another dose, or the depositor's remark. The call rests on the fitted dose curve; in most records, active means well fitted curve in the direction sought with a large enough effect; inconclusive means small, poorly fitted or top-dose-only effect, or another doubt; inactive means no such curve, though single readings can be large; an effect the other way counts as inactive or inconclusive.

Start of the listing, in advance (2 entries):
Values run as follows: CBFb-RUNX1 inh | IMPase Li cell | NPSR antag | Epigenetic reg | Luc counter | L3MBTL1 block | HTT aggregate
CS(=O)(=O)Nc1cccc(-c2nc(NCc3cccs3)c3ccccc3n2)c1
    nt | 25% | nt | -1.7% | -1% | nt | nt
O=C(c1cccc(F)c1)N1CCN(c2ccc([N+](=O)[O-])c3cccnc23)CC1
    -11% | 16% | 23% | 1.8% | -4% | -20% | 5%[9.22 µM]

All compounds of this part, from the first entry:
Values run as follows: CBFb-RUNX1 inh | IMPase Li cell | NPSR antag | Epigenetic reg | Luc counter | L3MBTL1 block | HTT aggregate
CS(=O)(=O)Nc1cccc(-c2nc(NCc3cccs3)c3ccccc3n2)c1
    nt | 25% | nt | -1.7% | -1% | nt | nt
O=C(c1cccc(F)c1)N1CCN(c2ccc([N+](=O)[O-])c3cccnc23)CC1
    -11% | 16% | 23% | 1.8% | -4% | -20% | 5%[9.22 µM]
COc1cccc2c1C(=O)C=C(C)C2=O
    -2% | 21% | -5% | 3.7% | 3% | -6% | 14µM*
COc1ccc(CCNC(=O)NC23CC4CC(CC(C4)C2)C3)cc1
    1% | 25%[38.3 µM] | ? | -0.8% | -2% | nt | -15%
CC(C)(CNC(=O)c1ccc(Cl)c(S(=O)(=O)N2CCc3ccccc3C2)c1)N1CCOCC1
    0% | 18% | -13% | -4.4% | 2% | -3% | -19%
Cc1cc(C(F)(F)F)nn2cnnc12
    1% | -14% | 12% | -0.7% | 2% | 9% | 5%
CCOC(=O)CCCNC(=O)CCNC(=O)c1ccc(OCC)cc1
    7% | 14%[38.3 µM] | 2%[46.1 µM] | -1.0% | 0% | nt | -18%
COc1cc(/C=N/NC(=O)CCn2c3ccccc3c3ccccc32)cc(OC)c1OC
    -1% | 3% | 2% | 0.0% | -1% | 4% | 18%
O=C(N/N=C/c1ccncc1)c1ccc(NC(=O)c2cccc(Cl)c2)cc1
    14% | 0% | 2% | 1.2% | 1% | nt | 11%
CCn1c(CNc2ccc(F)cc2)nnc1SCC(=O)Nc1ccc(OC)cc1
    -6% | -1% | 5%[46.1 µM] | 2.4% | -3% | -6% | 22%
COc1ccc(CN2CCCC(C(=O)N3CCCC3)C2)cc1 (configuration not stated)
    3% | 11%[38.3 µM] | -7%[46.1 µM] | 0.0% | 0% | 5% | 27%
Cc1ccc(S(=O)(=O)N(C)C)cc1NC(=S)N1CCCCC1CO (configuration not stated)
    4% | -2% | -7% | -5.1% | 14% | nt | 7%
CSc1nc2ccccc2c(=O)n1N
    7% | -4%[38.3 µM] | 5%[46.1 µM] | 0.9% | -9% | -1% | -14%
CO[C@@]12C[C@@H](COC(=O)c3cncc(Br)c3)CN(C)[C@H]1Cc1cn(C)c3cccc2c13
    4%&-2%[21.7 µM] | 26%&10% | nt | -0.1% | -2% | nt | nt
O=S(=O)(N/N=C/c1ccc(N2CCOCC2)cc1)c1ccccc1
    8% | 20% | -9% | -1.5% | -1% | -26% | ?
O=C(N/N=C/c1c[nH]c2ccc(Br)cc12)C1CC1
    -1% | nt | 6%[7.67 µM] | 1.1% | nt | -4% | -19%[9.22 µM]
O=C(c1cc2cc([N+](=O)[O-])ccc2oc1=O)N1CCOCC1
    -2% | 0% | 2% | 1.1% | -21% | -25% | -12%[9.22 µM]
COc1ccc(-c2[nH]ncc2[C@@H]2C[C@H]3CN(Cc4ccccc4C)C(=O)[C@]34CCCN24)cc1
    1% | 23% | -54% | -1.5% | -4% | -18% | 16%[9.22 µM]
Cc1cc(C)c(S(C)(=O)=O)c(S(=O)c2ccc(Cl)cc2)n1 (configuration not stated)
    2% | -4%[38.3 µM] | 0%[46.1 µM] | 0.0% | -2% | 11% | ?
CC(=O)O[C@H](C(=O)O[C@@H]1C[C@@H](CCC[C@H]2O[C@H](C(=O)OC(C)C)CC[C@@H]2C)O[C@@H](CC#N)C1)c1ccccc1
    -5% | 1% | nt | 1.1% | 2% | nt | nt
CCOC(=O)C1C(=O)CC(C)(O)C(C(=O)OCC)C1c1ccc([N+](=O)[O-])cc1 (configuration not stated)
    5% | nt | -8% | 0.0% | nt | nt | 15%[9.22 µM]
CCOC(=O)c1ccc(NC(=O)N2CCN(c3cccc(OC)c3)CC2)cc1
    -3% | 9% | -1% | -0.3% | 1% | -11% | 5%
Cc1nn(CC(=O)NNC(=O)c2ccccc2F)c([N+](=O)[O-])c1Br
    -1% | nt | -20% | -3.3% | nt | 9% | -14%[9.22 µM]
CSc1nc(N)c(C(=O)NC2CCCCC2)s1
    2% | nt | -7% | -0.2% | nt | 4% | -10%[9.22 µM]
Cc1occc1C(=O)Nc1sc2c(c1C(N)=O)CCC(C(C)(C)C)C2 (configuration not stated)
    -7% | -29%[38.3 µM] | -10%[46.1 µM] | -4.2% | 15% | nt | 1%
COc1cc(C(=O)O)ccc1OCC(=O)N1CCOCC1
    7% | -5%[38.3 µM] | -8%[46.1 µM] | 0.0% | 10% | 14% | -2%
CC(C)C1C(=O)NC(=S)N1S(=O)(=O)c1ccc(C(C)(C)C)cc1 (configuration not stated)
    -4% | 14%[38.3 µM] | -1%[46.1 µM] | 0.8% | 18% | nt | -8%
COC(=O)c1ccn(C(=O)c2ccc(Cl)cc2)n1
    1% | -5%[38.3 µM] | -2%[46.1 µM] | -0.7% | 0% | nt | 5%
COc1ccc(NC(=O)c2onc(C)c2Cl)cc1
    7% | nt | 9% | 0.9% | nt | nt | 4%[9.22 µM]
NC(N)=N/N=C/c1ccc(OCc2ccc(Cl)cc2Cl)cc1
    -9% | -8%[38.3 µM] | ? | -3.2% | -1% | -13% | 6%

An excerpt from above in order of the CBFb-RUNX1 inh value, rising:
smiles,CBFb-RUNX1 inh
COc1cccc2c1C(=O)C=C(C)C2=O,-2%
COc1ccc(-c2[nH]ncc2[C@@H]2C[C@H]3CN(Cc4ccccc4C)C(=O)[C@]34CCCN24)cc1,1%
CSc1nc(N)c(C(=O)NC2CCCCC2)s1,2%
COc1ccc(CN2CCCC(C(=O)N3CCCC3)C2)cc1 (configuration not stated),3%

Further results.
Values run as follows: CBFb-RUNX1 inh | IMPase Li cell | NPSR antag | Epigenetic reg | Luc counter | L3MBTL1 block | HTT aggregate
O=[N+]([O-])c1ccc(OS(=O)(=O)Cc2ccccc2)cc1
    1% | 22% | 0% | -1.9% | 2% | -7% | ?
CC(C)n1nnnc1-c1cc(Cl)cc(Cl)c1
    -3% | -8%[38.3 µM] | -7%[46.1 µM] | 2.3% | 4% | 4% | -4%
COc1cc(/C=N/NC(=O)c2ccc3ccccc3c2)ccc1Oc1ccc([N+](=O)[O-])cn1
    -8% | -2% | -4% | 0.0% | 2% | -2% | 3%
CC(=O)NC1(c2ccc(F)cc2)CCN(C(=O)c2c(F)cccc2F)CC1
    2% | 3% | 12% | 0.0% | 1% | nt | -9%
O=C(CSc1nnc(-c2cccnc2)n1Cc1ccco1)c1ccc(Cl)cc1
    -5% | 8%[38.3 µM] | -19%[46.1 µM] | -3.9% | 15% | -5% | 3%
COc1ccc(N/N=C(\C#N)C(=N)SCc2ccccc2)cc1
    -17% | -2% | 14% | -0.8% | -4% | nt | 7.9µM*
CCOC(=O)c1c(NC(=O)CSc2n[nH]c(-c3ccco3)n2)sc(C)c1C
    -11% | 24%[38.3 µM] | -9%[46.1 µM] | 0.0% | 1% | -6%[11.4 µM] | -22%
CC(CNS(=O)(=O)c1ccccc1)Sc1ncccn1 (configuration not stated)
    2% | nt | 13% | 0.1% | nt | 3% | 5%[9.22 µM]
O=C(O)c1ccc(Br)cn1
    ? | 5% | 9% | -0.3% | -1% | nt | -4%
COC(=O)c1ccc(C2C3=C(Nc4nnnn42)c2ccccc2OC3)cc1 (configuration not stated)
    1% | -3%[38.3 µM] | -18%[46.1 µM] | 0.0% | 0% | -3% | -4%
C=CCn1c(O)c(N=NC(=O)C(O)c2ccccc2)c2ccccc21 (configuration not stated)
    7% | nt | -10% | 1.1% | nt | -12% | -16%[9.22 µM]
O=C(CCC1CCCN(C(=O)C2=CCCCC2)C1)N1CCN(c2ccccn2)CC1 (configuration not stated)
    3% | -2% | 11% | -0.1% | nt | 1% | 6%[9.22 µM]
c1ccc(-n2ncc3c(N4CCCC4)ncnc32)cc1
    1% | 2%[38.3 µM] | ? | -0.6% | -7% | -1% | 1%
CC(Sc1ccccc1)C(=O)Nc1ccccc1C(=O)N1CCOCC1 (configuration not stated)
    4% | 9%[38.3 µM] | 3%[46.1 µM] | -1.9% | 0% | -8% | -19%
CCO/C=C/C(O)(CNC(=O)c1ccc(C(C)(C)C)cc1)C(F)(F)F (configuration not stated)
    21% | -1% | -9% | 1.0% | 2% | -3% | 9%
Cc1ccc(C2CC(=O)C=C(O)C2)cc1 (configuration not stated)
    -1% | -9%[38.3 µM] | -2%[46.1 µM] | -1.5% | -3% | nt | 17%
COCCn1c(SCC(=O)Nc2cccc(C)c2)nnc1C(C)C
    4% | 6%[38.3 µM] | 1%[46.1 µM] | 0.0% | 1% | -1% | 3%
COC(=O)CCC(=O)c1oc2ccc(Br)cc2c1N
    1% | -6% | 12%[46.1 µM] | -0.8% | 0% | 4% | 0%
C=CCSC1=N/C(=C\c2cccnc2)C(=O)N1c1ccc(OC)cc1
    9% | 18% | -8%[46.1 µM] | 0.0% | 5% | 13% | -6%
COc1ccc(OC)c(NC(=O)C2C3C=CC(C3)C2C(=O)NCc2cccnc2)c1 (configuration not stated)
    9% | -16% | 9% | -1.1% | -1% | 21% | -10%
O=C(CCNS(=O)(=O)c1cccc2nonc12)NC1CCCc2ccccc21 (configuration not stated)
    10% | -3%[38.3 µM] | -9%[46.1 µM] | -0.2% | 3% | 5% | -18%
CSCCCNC(=O)c1ccc(OC2CCN(C(=O)c3cccnc3)CC2)cc1
    11% | nt | 12% | 1.0% | nt | -4% | 21%[9.22 µM]
CCOC(=O)N1CCC(N2CCCC(C(=O)c3ccccc3OC)C2)CC1 (configuration not stated)
    6% | 19% | -7% | 9.5% | 0% | 3% | 11%
O=C(NNC(=S)NCCc1ccccc1)c1ccc(Br)s1
    -10% | 5% | 11% | -0.5% | 4% | -16% | -3%
CC(C)CCOc1ccc(C2=NNC(=O)CC2)cc1
    1% | -7% | 13% | -1.0% | 2% | -3% | 11%
CC1CCCN(Cc2nc3c(c(=O)n(C)c(=O)n3C)n2CCCc2ccccc2)C1 (configuration not stated)
    13% | 17%[38.3 µM] | -27%[46.1 µM] | -0.8% | 3% | -7% | -2%
C=CCSc1nc2c(cnn2-c2ccccc2)c(=O)n1N
    7% | nt | 7% | 0.0% | nt | nt | 8%[9.22 µM]
O=C(c1ccccc1)N1CCN(C2c3cccc4cccc(c34)C2NS(=O)(=O)c2ccccc2)CC1 (configuration not stated)
    -6% | 4%[38.3 µM] | ? | -1.8% | 8% | -8% | ?

Not all compounds are listed; count on the stated rates, not on these rows.
